Mtb BioA inh: blocks M. tuberculosis BioA enzyme activity; purified M. tuberculosis BioA enzyme, plate reader; inhibition, % at 9.99 µM; actives 0.096% (n = 360,000); in the data active = inhibition above about 40%
* hit, by the source's call. Some of the compounds tested; rates above refer to the full screens.

canonical_smiles	Mtb BioA inh
Cc1noc(C)c1S(=O)(=O)Nc1ccc2c(c1)C(=O)N([C@H](C)CO)C[C@H](C)[C@H](CN(C)C(=O)NC1CCCCC1)OCCCC[C@@H](C)O2	-1.0
O=C(C[C@H]1C[C@@H]2c3cc(NC(=O)c4ccc5c(c4)OCO5)ccc3O[C@@H]2[C@H](CO)O1)NCc1cccc(F)c1	-1.2
CO[C@H]1CN(C)C(=O)c2cc(NC(=O)Nc3cccc(F)c3)ccc2OC[C@H](C)N(C(=O)C2CC2)C[C@H]1C	2.0
C[C@@H]1CCCCO[C@H](CN(C)Cc2ccc(C(F)(F)F)cc2)[C@H](C)CN([C@@H](C)CO)C(=O)c2cc(NS(=O)(=O)c3cn(C)cn3)ccc2O1	1.5
Cc1noc(C)c1S(=O)(=O)N(C)C[C@@H]1OCCCC[C@@H](C)Oc2ccc(NC(=O)Nc3ccc(C(F)(F)F)cc3)cc2C(=O)N([C@@H](C)CO)C[C@@H]1C	3.3
CNC(=O)C[C@H]1CC[C@H]2[C@@H](COC[C@H](O)CN2C(=O)Nc2cccc(OC)c2)O1	-0.4
Cc1ccc(S(=O)(=O)N(C)C[C@@H]2Oc3ccc(NC(=O)CCCN(C)C)cc3CC(=O)N([C@H](C)CO)C[C@H]2C)cc1	-0.7
COCC(=O)Nc1ccc2c(c1)OC[C@H](C)N(CC1CCCCC1)C[C@@H](C)[C@H](OC)CN(C)C2=O	0.9
COCC#Cc1cnc2c(c1)C(=O)N([C@@H](C)CO)C[C@H](C)[C@H](CN(C)Cc1ccc(F)cc1)O2	2.9
CS(=O)(=O)N1[C@H](C#N)[C@@H](c2ccccc2)[C@@H]1CO	-2.2
C[C@@H]1CN([C@H](C)CO)C(=O)c2cccc(NC(=O)c3cnccn3)c2O[C@@H]1CN(C)Cc1ccc(C(F)(F)F)cc1	1.0
CN(C)C(=O)C[C@@H]1CC[C@@H]2[C@H](COC[C@@H](O)CN2CC2CCOCC2)O1	-0.2
C[C@@H]1CN([C@@H](C)CO)C(=O)c2cc(NC(=O)CCCN(C)C)ccc2O[C@@H]1CN(C)S(=O)(=O)c1ccc(F)cc1	-0.8
C[C@H](NC(=O)C[C@@H]1CC[C@@H](NC(=O)CN2CCOCC2)[C@H](CO)O1)c1ccccc1	-0.2
C/C=C/c1ccc2c(c1)O[C@@H](CN(C)C(=O)NC1CCCCC1)[C@@H](C)CN([C@@H](C)CO)S2(=O)=O	5.4
C[C@H](CO)N1C[C@H](C)[C@@H](CN(C)C(=O)Nc2cccc3ccccc23)Oc2c(NC(=O)C3CCCCC3)cccc2C1=O	1.3
CCCC#Cc1cnc2c(c1)C(=O)N([C@@H](C)CO)C[C@H](C)[C@H](CN(C)C(=O)c1cccc(F)c1)O2	1.0
C[C@@H]1CN([C@@H](C)CO)C(=O)Cc2cc(NC(=O)C3CCCCC3)ccc2O[C@@H]1CN(C)Cc1ccc(C(F)(F)F)cc1	-1.8
CCCNC(=O)Nc1ccc2c(c1)C(=O)N(C)[C@@H]1CC[C@H](CC(=O)OC)O[C@H]1CO2	-0.7
C[C@H](CO)N1C[C@H](C)[C@H](CN(C)Cc2ccc(Oc3ccccc3)cc2)Oc2c(NC(=O)C3CC3)cccc2C1=O	4.7
CN(C)C(=O)[C@@H]1[C@@H](CO)[C@@H]2Cn3c(ccc(C4=CCCC4)c3=O)[C@H]1N2C	-1.4
C[C@@H]1CN([C@@H](C)CO)C(=O)c2cc(C#CC3(O)CCCC3)cnc2O[C@H]1CN(C)C(=O)Cc1cccnc1	5.5
O=C(Nc1ccc(F)cc1)N[C@@H]1C=C[C@H](CC(=O)N2CCCCC2)O[C@@H]1CO	0.0
N#Cc1cccc(-c2ccc([C@@H]3[C@@H](CO)N4CCCCN(C(=O)Nc5cccc(F)c5)C[C@@H]34)cc2)c1	-0.2
CCC(=O)N(C)C[C@@H]1Oc2ncc(-c3ccc(F)cc3)cc2C(=O)N([C@@H](C)CO)C[C@H]1C	0.6

Part of the list above in order of molecular weight, smallest number first:
canonical_smiles	Mtb BioA inh
CN(C)C(=O)C[C@@H]1CC[C@@H]2[C@H](COC[C@@H](O)CN2CC2CCOCC2)O1	-0.2
N#Cc1cccc(-c2ccc([C@@H]3[C@@H](CO)N4CCCCN(C(=O)Nc5cccc(F)c5)C[C@@H]34)cc2)c1	-0.2
C[C@H](CO)N1C[C@H](C)[C@H](CN(C)Cc2ccc(Oc3ccccc3)cc2)Oc2c(NC(=O)C3CC3)cccc2C1=O	4.7

Later entries:
canonical_smiles	Mtb BioA inh
C[C@H](CO)N1C[C@H](C)[C@H](CN(C)C(=O)Nc2ccc(F)cc2)Oc2ccc(NS(=O)(=O)c3cccs3)cc2CC1=O	0.1
Cc1noc(C)c1NC(=O)Nc1ccc2c(c1)CC(=O)N([C@@H](C)CO)C[C@@H](C)[C@H](CN(C)Cc1ccc3c(c1)OCO3)O2	6.9
COc1ccc(NC(=O)Nc2ccc3c(c2)C(=O)N([C@@H](C)CO)C[C@H](C)[C@H](CN(C)Cc2ccc(C(=O)O)cc2)OCCCC[C@@H](C)O3)cc1	2.3
O=C1O[C@@H](c2ccccc2)[C@@H](c2ccccc2)N2[C@@H](c3ccccc3OCCO)[C@]3(C(=O)Nc4ccccc43)[C@@H](C(=O)N3CCCCCCC3)[C@H]12	-3.5
C[C@H]1CN([C@@H](C)CO)S(=O)(=O)c2ccc(-c3cncnc3)cc2O[C@@H]1CN(C)C(=O)Cc1ccncc1	-2.2
COc1ccc(S(=O)(=O)Nc2ccc3c(c2)C(=O)N([C@H](C)CO)C[C@@H](C)[C@@H](CN(C)CC2CCCCC2)O3)cc1	5.3
O=C(NCC1CC1)[C@@H]1[C@@H](CO)[C@@H]2Cn3c(ccc(-c4ccccc4)c3=O)[C@H]1N2C(=O)C1CC1	2.6
C[C@H]1CN([C@@H](C)CO)C(=O)c2cc(NC(=O)CCCN(C)C)ccc2O[C@H]1CN(C)S(=O)(=O)c1ccccc1	7.3
COc1ccc(S(=O)(=O)N(C)C[C@@H]2OCCCC[C@@H](C)Oc3ccc(NS(=O)(=O)c4cn(C)cn4)cc3C(=O)N([C@H](C)CO)C[C@@H]2C)cc1	0.3
C[C@@H]1CN([C@H](C)CO)S(=O)(=O)c2ccc(C#CC(C)(C)O)cc2O[C@@H]1CN(C)C(=O)C1CCCCC1	21.7
C[C@@H]1CN([C@H](C)CO)C(=O)c2cccc(NC(=O)NC3CCCCC3)c2O[C@@H]1CN(C)C(=O)Nc1ccccc1	1.3
O=C(N[C@H]1CC[C@@H](CCNC(=O)C2CCC2)O[C@H]1CO)c1ccccn1	-3.0
N#C[C@@H]1[C@@H](c2ccc(C#CC3CCCCC3)cc2)[C@@H](CO)N1C(=O)Cc1ccccn1	-4.0
COCC1=C([C@H](O)c2ccccc2)[C@H](CO)[C@@H]2C(=O)N(C)C(=O)[C@@H]2C1	-1.8
C[C@@H]1CN([C@H](C)CO)C(=O)Cc2cc(NS(=O)(=O)c3ccc(Cl)cc3)ccc2O[C@H]1CN(C)C(=O)Nc1ccc(F)cc1	-0.2
COCC#Cc1ccc2c(c1)O[C@@H](CN(C)S(=O)(=O)c1cccc(OC)c1)[C@@H](C)CN([C@H](C)CO)S2(=O)=O	-0.7
CCC(=O)Nc1ccc2c(c1)C(=O)N(C)[C@H]1CC[C@H](CC(=O)N3CCc4ccccc4C3)O[C@@H]1CO2	-2.0
CCCC#Cc1ccc([C@H]2[C@@H](CO)N3CCCCN(C(=O)Cc4ccccn4)C[C@@H]23)cc1	-4.1
C[C@@H]1CN([C@H](C)CO)C(=O)c2cc(NS(=O)(=O)c3cccs3)ccc2O[C@@H]1CN(C)Cc1ccc(-c2ccccc2)cc1	-2.0
CC(C)[C@@H](C)NC(=O)N(C)C[C@H]1OCc2ccccc2-c2c(n(C)c3ccccc23)C(=O)N([C@H](C)CO)C[C@H]1C	1.6
O=C(Nc1cc(F)ccc1F)N1CCCCN2[C@H](CO)[C@H](c3ccc(-c4ccccc4)cc3)[C@@H]2C1	-1.6
C[C@H](CO)N1C[C@H](C)[C@H](CN(C)Cc2ccccc2)Oc2ccc(NC(=O)C3CC3)cc2CC1=O	5.4
C[C@@H]1CN([C@@H](C)CO)C(=O)Cc2cc(NS(=O)(=O)c3ccc(Cl)cc3)ccc2O[C@H]1CN(C)Cc1ccc(Cl)c(Cl)c1	-1.9
Cc1ccc(S(=O)(=O)N(C)C[C@@H]2Oc3c(NC(=O)Nc4c(C)noc4C)cccc3C(=O)N([C@@H](C)CO)C[C@H]2C)cc1	-1.1
C[C@H]1CN([C@@H](C)CO)C(=O)c2cc(C3=CCCCC3)cnc2O[C@H]1CN(C)C(=O)c1ccncc1	17.0

Three of the compounds above, field by field:
SMILES: CO[C@H]1CN(C)C(=O)c2cc(NC(=O)Nc3cccc(F)c3)ccc2OC[C@H](C)N(C(=O)C2CC2)C[C@H]1C
  Mtb BioA inh: 2.0

SMILES: C[C@@H]1CCCCO[C@H](CN(C)Cc2ccc(C(F)(F)F)cc2)[C@H](C)CN([C@@H](C)CO)C(=O)c2cc(NS(=O)(=O)c3cn(C)cn3)ccc2O1
  Mtb BioA inh: 1.5

SMILES: Cc1noc(C)c1S(=O)(=O)N(C)C[C@@H]1OCCCC[C@@H](C)Oc2ccc(NC(=O)Nc3ccc(C(F)(F)F)cc3)cc2C(=O)N([C@@H](C)CO)C[C@@H]1C
  Mtb BioA inh: 3.3

Later entries.
canonical_smiles	Mtb BioA inh
COCC(=O)N[C@@H]1CC[C@@H](CC(=O)NCc2ccccc2OC)O[C@@H]1CO	0.2
COCC(=O)N1C[C@@H]2[C@H](c3ccccc31)[C@@H](CO)N2C(=O)C1CCOCC1	0.7
CNC[C@@H]1Oc2ccc(NC(=O)c3ccncc3)cc2C(=O)N([C@H](C)CO)C[C@H]1C	0.1
Cc1ccc(S(=O)(=O)Nc2ccc3c(c2)C(=O)N([C@H](C)CO)C[C@H](C)[C@H](CN(C)C(=O)Nc2ccccc2)OCCCC[C@H](C)O3)cc1	-2.6
C[C@@H]1CN([C@H](C)CO)C(=O)c2cc(C#CCN(C)C)cnc2O[C@H]1CN(C)C(=O)Cc1ccccc1	-0.5
COc1cccc(-c2ccc([C@H]3[C@H]4CN(S(=O)(=O)c5cccs5)CCCCN4[C@H]3CO)cc2)c1	4.7
COc1ccc(NC(=O)N(C)C[C@H]2Oc3ncc(C4=CCCC4)cc3C(=O)N([C@H](C)CO)C[C@@H]2C)cc1	4.2
Cc1noc(C)c1NC(=O)N(C)C[C@@H]1Oc2c(NS(=O)(=O)c3ccc(Cl)cc3)cccc2C(=O)N([C@@H](C)CO)C[C@@H]1C	1.0
CN1C(=O)c2cc(NC(=O)c3ccc(F)cc3)ccc2OC[C@@H]2O[C@H](CC(=O)NCC3CC3)CC[C@H]21	-0.4
Cc1noc(C)c1NC(=O)N(C)C[C@H]1Oc2c(NS(=O)(=O)c3cn(C)cn3)cccc2C(=O)N([C@H](C)CO)C[C@H]1C	-3.0
C[C@H]1CCCCO[C@H](CN(C)C(=O)Nc2ccc3c(c2)OCO3)[C@@H](C)CN([C@@H](C)CO)C(=O)c2cc(NS(C)(=O)=O)ccc2O1	6.1
CCCc1cn(CC[C@H]2CC[C@@H](NS(=O)(=O)c3ccc(-c4ccccc4)cc3)[C@@H](CO)O2)nn1	-0.1
COC(=O)C[C@H]1CC[C@@H]2[C@@H](COc3ccc(NC(=O)Nc4cccc(Cl)c4)cc3C(=O)N2C)O1	-4.7
O=C(C[C@H]1CC[C@@H]2[C@H](COC[C@@H](O)CN2C(=O)c2ccc(F)cc2)O1)Nc1ccc(-c2ccccc2)cc1	0.1
COc1cccc(C(=O)Nc2ccc3c(c2)OC[C@@H](C)N(C)C[C@@H](C)[C@@H](OC)CN(C)C3=O)c1	-2.6
Cc1cccc(S(=O)(=O)N2CCCCN3[C@H](C2)[C@@H](c2ccc(C#CC4CC4)cc2)[C@@H]3CO)c1	-4.5
C[C@@H]1CCCCO[C@@H](CN(C)S(=O)(=O)c2cccs2)[C@@H](C)CN([C@H](C)CO)C(=O)c2cc(NC(=O)Nc3ccc(C(F)(F)F)cc3)ccc2O1	-2.2
CN(C)C(=O)C[C@@H]1CC[C@H]2[C@H](COc3ccc(NC(=O)Nc4cccc(Cl)c4)cc3C(=O)N2C)O1	-0.6
CN(C)C(=O)C[C@@H]1C[C@@H]2c3cc(NC(=O)C4CCC4)ccc3O[C@@H]2[C@@H](CO)O1	-0.7
O=C(CN1CCOCC1)N1CC[C@@H]2[C@H](CO)Nc3ccc(-c4ccccc4F)cc3[C@@H]21	-0.7
C[C@H]1CN([C@@H](C)CO)C(=O)Cc2cc(NC(=O)Nc3ccc(F)cc3)ccc2O[C@@H]1CN(C)C(=O)NC1CCCCC1	1.3
COc1ccc(CN(C)C[C@@H]2Oc3c(NC(=O)c4ccc(-c5nccs5)cc4)cccc3C(=O)N([C@H](C)CO)C[C@@H]2C)cc1	1.4
C[C@@H]1CN([C@H](C)CO)C(=O)Cc2cc(NC(=O)Cc3ccccc3)ccc2O[C@@H]1CN(C)Cc1ccc(Cl)c(Cl)c1	-2.6
O=C(CC1CC1)Nc1ccc2c(c1)[C@@H]1C[C@@H](CC(=O)N3CCc4ccccc4C3)O[C@H](CO)[C@@H]1O2	1.8
CNC[C@H]1Oc2cc(Br)ccc2S(=O)(=O)N([C@H](C)CO)C[C@@H]1C	3.9

The list goes on.
canonical_smiles	Mtb BioA inh
C[C@@H]1CN([C@H](C)CO)C(=O)Cc2cc(NC(=O)C3CC3)ccc2O[C@H]1CN(C)Cc1ccccc1	3.1
CCCN(C)C[C@H]1OCCCC[C@H](C)Oc2ccc(NS(=O)(=O)c3c(C)noc3C)cc2C(=O)N([C@@H](C)CO)C[C@@H]1C	-3.0
C[C@H](CO)N1C[C@H](C)[C@@H](CN(C)C(=O)Nc2ccc(F)cc2)OCCCC[C@H](C)Oc2ccc(NS(=O)(=O)c3ccc(Cl)cc3)cc2C1=O	-0.7
CC(=O)N(C)C[C@H]1Oc2cc(-c3ccncc3)ccc2S(=O)(=O)N([C@H](C)CO)C[C@@H]1C	0.2

Copied from the list:
Under Mtb BioA inh, CCCN(C)C[C@H]1OCCCC[C@H](C)Oc2ccc(NS(=O)(=O)c3c(C)noc3C)cc2C(=O)N([C@@H](C)CO)C[C@@H]1C is listed with -3.0
Under Mtb BioA inh, C[C@H](CO)N1C[C@H](C)[C@@H](CN(C)C(=O)Nc2ccc(F)cc2)OCCCC[C@H](C)Oc2ccc(NS(=O)(=O)c3ccc(Cl)cc3)cc2C1=O is listed with -0.7
